Compound activity (PubChem BioAssay)
Kir21 block – blocks the mouse Kir2.1 inward-rectifier potassium channel. B-score at 10 µM. P35561. HEK293-Kir2.1, FluxOR thallium flux fluorescence; stronger effect = lower value. 310,000 tested, 0.85% active;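 active means fluorescence ratio B-score at or below minus 3 SD of library scores, with starting-brightness B-score within 2 SD, cut at about -4.2 in these data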;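 further: channel flux triggered by added potassium and thallium sulfate stimulus; B-score of peak minus minimum fluorescence over baseline after thallium stimulus; more negative B-score means stronger Kir2.1 block with less thallium influx; some compounds called inactive have numbers as strong as hits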
Target sequence (P35561 whole entry, looked up): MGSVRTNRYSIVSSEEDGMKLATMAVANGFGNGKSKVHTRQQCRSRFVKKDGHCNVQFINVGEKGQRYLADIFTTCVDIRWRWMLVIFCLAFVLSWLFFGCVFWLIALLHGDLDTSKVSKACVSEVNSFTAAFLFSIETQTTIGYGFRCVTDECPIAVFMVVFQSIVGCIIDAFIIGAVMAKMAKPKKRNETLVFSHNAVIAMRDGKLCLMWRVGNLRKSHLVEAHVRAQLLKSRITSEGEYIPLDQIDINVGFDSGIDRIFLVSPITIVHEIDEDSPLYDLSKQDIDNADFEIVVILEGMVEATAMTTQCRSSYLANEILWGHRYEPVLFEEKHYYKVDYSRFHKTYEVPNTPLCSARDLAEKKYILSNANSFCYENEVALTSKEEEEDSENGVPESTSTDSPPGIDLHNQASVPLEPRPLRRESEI
STK33 inh – inhibitors of human STK33 kinase; purified STK33, MBP phosphorylation, ADP-Glo luminescence; inhibition, % at 10 µM; Q9BYT3; AID 2661; 320,000 tested, 0.073% active;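 active means inhibition at or above 25%, using the most active replicate where run in duplicate; inactive means inhibition below 25%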
Target sequence (Q9BYT3 whole entry, looked up): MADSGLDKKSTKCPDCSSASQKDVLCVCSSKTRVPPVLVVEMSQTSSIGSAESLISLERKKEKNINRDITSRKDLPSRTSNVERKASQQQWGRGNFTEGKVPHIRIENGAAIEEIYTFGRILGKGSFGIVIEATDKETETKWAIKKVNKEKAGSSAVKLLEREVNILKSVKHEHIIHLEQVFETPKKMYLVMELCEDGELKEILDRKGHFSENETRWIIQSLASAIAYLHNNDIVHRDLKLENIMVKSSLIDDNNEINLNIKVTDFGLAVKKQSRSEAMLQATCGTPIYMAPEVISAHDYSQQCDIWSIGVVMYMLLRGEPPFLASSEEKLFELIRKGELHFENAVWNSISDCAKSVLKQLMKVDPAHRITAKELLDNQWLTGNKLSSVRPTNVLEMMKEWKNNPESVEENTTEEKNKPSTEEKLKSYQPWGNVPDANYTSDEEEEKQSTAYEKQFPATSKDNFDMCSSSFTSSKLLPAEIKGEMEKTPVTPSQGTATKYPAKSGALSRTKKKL
KCNQ2 block – KCNQ2 channel blockers in CHO-K1 cells – cell-based, FluxOR thallium flux, B-score, primary screen (AID 2156) | 310,000 tested, 1.1% active | O88943 | B-score at 10 µM | 20 min; stronger effect = lower value;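 active means fluorescence ratio B-score at most minus 3 library SDs, with starting brightness B-score within 2 library SDs, cut at about -5.5 in these data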
* = called active by the depositor; i = inactive; . = not tested or not shown.

Kir21 block	STK33 inh	KCNQ2 block	SMILES
-0.06	-1.8	i	Cc1occc1C(=O)Nc1c(F)c(F)c(F)c(F)c1F
-1.6	0.3	i	CN(C)C(=O)COC(=O)c1cccnc1Nc1ccccc1F
0.69	-1.2	i	C=CCn1c(CCNC(=O)c2ccc(Cl)c(Cl)c2)nnc1SCCOc1ccc(OC)cc1
0.08	-0.4	i	COc1ccc(-c2cc(CNC(=O)CN3CCN(C)CC3)on2)cc1
-0.17	0.0	i	Cc1ccc(S(=O)(=O)N2CCN(c3ccc(C(=O)N4CCOCC4)cc3[N+](=O)[O-])CC2)cc1
0.02	0.9	i	COc1ccc(Cl)cc1NC(=O)CSc1sc2c(O)cc(=O)[nH]c2c1C#N
-0.22	-1.3	i	Cn1nc(Cc2cccc3ccccc23)c(C#N)c1N
0.78	-1.3	i	Cc1ccccc1OCCn1cc(C=O)c2ccccc21
0	-0.9	i	COc1ccc(N2C(=O)CC2(C#N)c2ccc(OCc3ccccc3)cc2)cc1 (configuration not stated)
0.02	8.4	i	COc1cc(OC)cc(N2C(=O)CC(N3CCC(C(=O)N4CCCCC4)CC3)C2=O)c1 (configuration not stated)
0.61	-1.2	i	COc1ccc(-c2nc(=S)c3c([nH]2)Oc2ccc(C)cc2C3)cc1O
0.75	0.9	i	O=c1c2ccccc2c(C=NCc2ccccn2)c(O)n1-c1ccccc1
-2.3	0.9	i	CCN(CC)S(=O)(=O)c1ccc(Cl)c(NC(=O)c2ccncc2)c1
0.89	-0.5	i	CC(CNC(=O)CN1C(=O)COc2ccc(S(=O)(=O)N3CCCCC3)cc21)c1ccccc1 (configuration not stated)
-0.69	-1.8	i	CCN1CCN(C(=O)c2ccc(Cl)c(S(=O)(=O)N3CCCCC3)c2)CC1
-1.5	1.0	i	O=C(CN1C(=O)C(=O)N(Cc2ccco2)C1=O)c1c[nH]c2ccccc12
-3.6	4.1	i	Cc1occc1-c1nnc(SCC(=O)Nc2ccccc2N2CCCCC2)n1C
0.36	-0.5	i	CCN(CC)CCNC(=O)C1(O)c2cc(Br)ccc2NC(=O)N1c1ccccc1 (configuration not stated)
1.2	7.5	i	Cc1cccc(N=N/C(=C\O)C(=O)c2cccs2)c1
0.01	-1.4	i	Cc1cc2ccccc2c(=O)n1CC(=O)NCC1COc2ccccc2O1 (configuration not stated)
-0.62	-2.6	i	CCOC(=O)c1c(S(=O)(=O)NCC(=O)Nc2ccccc2)c(C)n(C)c1C
-0.43	-0.6	i	COc1ccccc1CNC(=O)CCCn1nc(C)c2c(C)n(-c3ccc(C)cc3)nc2c1=O
-1	-0.5	i	CCOC(=O)N1CCN(S(=O)(=O)c2ccc(OC)cc2)CC1
1.3	35*	i	CN(C)/C=C/C(=O)c1ccc2noc(-c3cccc(F)c3)c2c1
0.56	0.2	i	CN(C)CCCN(C(=O)COc1ccc(Cl)cc1)c1nc2cc3c(cc2s1)OCO3
0.1	-0.4	i	Clc1ccc(-c2nnc(Sc3nc4ccccc4o3)c3ccccc23)cc1
-4.6*	15	i	CN(C)CCCNc1ncnc2oc(-c3ccccc3)c(-c3ccccc3)c12
-3.1	-2.4	i	COc1ccc(CCC(=O)N2CCCC(Nc3ccc(OC)cc3)C2)cc1 (configuration not stated)
-0.48	.	i	C=CCNC(=S)N/N=C(\C)c1cccc(OC)c1
-2.1	0.1	i	CCC(=O)c1ccc(OC(=O)c2cccs2)cc1
0.74	-1.4	i	CCN(CC)CCOc1ccc2nc(N(C)C)sc2c1
0.69	-0.5	i	Cc1ccc(S(=O)(=O)CCC(=O)OCC(=O)c2c(C)[nH]c3ccccc23)cc1
0.07	-3.7	i	O=c1[nH]cnc2c1C(c1ccc(Cl)cc1)c1c(nc[nH]c1=O)O2
-0.24	-1.0	i	C/C(=N\N)c1c(-c2ccccc2)c2cc(Br)ccc2[nH]c1=O
-0.41	-0.6	i	CS(=O)(=O)Nc1cccc(C(=O)CC2(O)C(=O)Nc3ccc(Br)cc32)c1 (configuration not stated)
-2.1	-1.6	i	Nc1cc(N)c(OCC(F)(F)F)cc1OCC(F)(F)F

One compound at a time (already shown). Values in the order: Kir21 block | STK33 inh | KCNQ2 block
`CCN(CC)S(=O)(=O)c1ccc(Cl)c(NC(=O)c2ccncc2)c1` is entered as -2.3 | 0.9 | i
`Cc1ccc(S(=O)(=O)CCC(=O)OCC(=O)c2c(C)[nH]c3ccccc23)cc1` is entered as 0.69 | -0.5 | i

(continued)
Kir21 block	STK33 inh	KCNQ2 block	SMILES
1.1	-1.5	i	CCOC(=O)CSc1nnc2c3ccccc3n(C)c2n1
-0.1	.	i	CCCCNC(=O)C1CCC(CNS(=O)(=O)c2cccc3nsnc23)CC1 (configuration not stated)
-0.02	-0.5	i	Cn1c(=O)c2c(nc(NCc3ccco3)n2Cc2ccc(Cl)cc2Cl)n(C)c1=O
0.08	-0.3	i	O=C(CN1CCOCC1)Nc1ccc(S(=O)(=O)NC2CCCCC2)cc1
-1.4	0.8	i	COc1ccc(C2C(O)C(c3c[nH]c4ccccc34)=NN2C(=O)CCl)cc1 (configuration not stated)
-1.7	0.5	i	COc1ccc(C2OC34CCCCC3C(C#N)(C#N)C2(C#N)C(=N)O4)cc1 (configuration not stated)
0.02	1.1	i	O=C(O)COc1ccccc1/C=N/NC(=O)/C(=C\c1ccc2c(c1)OCO2)NC(=O)c1ccccc1
1.4	11	i	COc1cc(NC(=S)Nc2cccnc2)cc(OC)c1
-1.7	-0.2	i	CCOC(=O)c1oc2nc(CC(C)C)c3c(c2c1N)CCC3
0.05	-0.8	i	CCOc1cc(Br)c(C(C)NC(=O)c2cccnc2)cc1OCC (configuration not stated)
0.98	-1.4	i	Cc1ccc(N2CCN(C(=O)c3ccccc3Br)CC2)c(C)c1
-1.1	-0.5	i	Cc1ccccc1CN1CCC(n2nccc2NC(=O)CCOc2ccccc2)CC1
-0.01	.	i	O=C1/C(=C\c2cccs2)SC(=S)N1C1CCS(=O)(=O)C1 (configuration not stated)
1.6	-0.4	i	Cn1c(=O)[nH]c(=O)c2c1nc(N1CCOCC1)n2CCSc1nc2ccccc2[nH]1
-0.44	0.4	i	COc1ccc(CCNC(=O)CCCCC(=O)NCCc2ccc(OC)cc2)cc1
2.4	-0.3	i	O=C(CCSCc1ccccc1Cl)N1CCN(c2cccc(Cl)c2)CC1
3.2	-1.0	i	CCOc1ccc(N2C(=O)CC(NCc3ccc(S(N)(=O)=O)cc3)C2=O)cc1 (configuration not stated)
2	-0.6	i	Cn1sc(NC(=O)c2ccccc2Cl)nc1=O
1.7	-1.2	i	O=C(NC1CCS(=O)(=O)C1)c1cccs1 (configuration not stated)
0.98	-1.3	i	O=C(NCCc1ccc(F)cc1)N[C@@H](Cc1ccccc1)C(=O)O
0.7	-1.2	i	O=C(CSc1ccc2nnc(-c3ccc(Cl)cc3)n2n1)N1CCCC1
-1.7	0.4	i	COc1ccc2c(c1)C1NC(=S)NC(C)(O2)C1C(=O)Nc1ccccc1C (configuration not stated)
-0.07	-0.4	i	Cc1ccc(S(=O)(=O)NCC2CCC(C(=O)NCc3ccc4c(c3)OCO4)CC2)cc1 (configuration not stated)
0.29	-0.8	i	O=C(NCCCN1CCOCC1)c1ccc(CS(=O)(=O)c2cccc(C(F)(F)F)c2)o1

Continued; it opens with the six that closed the last part.
Kir21 block	STK33 inh	KCNQ2 block	SMILES
1.7	-1.2	i	O=C(NC1CCS(=O)(=O)C1)c1cccs1 (configuration not stated)
0.98	-1.3	i	O=C(NCCc1ccc(F)cc1)N[C@@H](Cc1ccccc1)C(=O)O
0.7	-1.2	i	O=C(CSc1ccc2nnc(-c3ccc(Cl)cc3)n2n1)N1CCCC1
-1.7	0.4	i	COc1ccc2c(c1)C1NC(=S)NC(C)(O2)C1C(=O)Nc1ccccc1C (configuration not stated)
-0.07	-0.4	i	Cc1ccc(S(=O)(=O)NCC2CCC(C(=O)NCc3ccc4c(c3)OCO4)CC2)cc1 (configuration not stated)
0.29	-0.8	i	O=C(NCCCN1CCOCC1)c1ccc(CS(=O)(=O)c2cccc(C(F)(F)F)c2)o1
-0.1	0.7	i	COc1ccc(OC)c(Cc2nnc(CCC(=O)NC(C3CC3)C3CC3)o2)c1
-0.1	0.6	i	CCOc1ccccc1CNCCNCC(C)O (configuration not stated)
0.91	-1.5	i	O=C(CN1C(=O)c2ccccc2C1=O)Nc1cc([N+](=O)[O-])ccc1O
-1.3	-0.1	i	O=C(CCCCCNc1nc(=S)[nH]c2ccccc12)NCCc1c[nH]c2ccccc12
-1.1	-0.4	i	Cc1nn(Cc2ccccc2)c(C)c1C(=O)OCC(=O)c1cc(C)n(C2CC2)c1C
-0.26	1.3	i	COc1ccc(Cl)cc1NC(=O)c1ccoc1C
0.35	-0.9	i	CCCCn1c(N)c(N(Cc2ccccc2OC)C(=O)C(C)Oc2ccc(Cl)cc2)c(=O)[nH]c1=O (configuration not stated)
0.02	-0.8	i	CCCSc1ccc(C(=O)Nc2ccc(F)cc2F)cn1
0.66	0.9	i	CCN(CC1COc2ccccc2O1)C(=O)c1ccc(Cl)c(S(=O)(=O)N2CC(C)OC(C)C2)c1 (configuration not stated)
-2.9	1.0	i	Nn1cnnc1N/N=C/c1ccc(Cl)c([N+](=O)[O-])c1
-0.27	-0.9	i	CC(C)(C)NC(=O)/C(=C\c1cccnc1)NC(=O)c1ccco1
-0.05	-8.0	i	CS(=O)(=O)N1CCN(C(=O)CSc2ccccc2)CC1
-0.27	-0.8	i	Cc1cc(Cl)ccc1NC(=S)NCCCN1CCCC1=O
0.92	1.2	i	CCOC(=O)c1cccc(NC(=O)c2cc3ccccc3o2)c1
-0.73	-2.1	i	COC(=O)Cn1cccc1C(=O)c1ccccc1
-0.11	-1.7	i	O=C(NNC(=S)Nc1ccccc1Cl)c1ccccc1Br
0.72	-1.2	i	CCOC(=O)CSc1nc(N2CCOCC2)c2c(c1C#N)CC(C)(C)N(C)C2
0	4.2	i	COc1cc(/C=N/Nc2nc(=O)[nH]nc2C)ccc1O
-0.22	-0.8	i	COc1ccc(NC(=S)Nc2cccc(C)n2)cc1
1.3	0.3	i	Cc1ccc(C)c2[nH]c(=O)c(CCNC(=O)C(C)(C)C)cc12
-0.51	.	i	COc1ccc2[nH]c(=O)c(CN(Cc3cccs3)S(=O)(=O)c3cccc4nsnc34)cc2c1
-1.5	-1.4	i	CCn1c(SCC(=O)NCc2cccs2)nnc1-c1ccncc1
-3.5	-0.7	i	CC(C)Cn1c(-c2ccccc2)nc2ccccc2c1=O
0.03	-0.2	i	Cc1ccc2c(c1)cc1c(=O)n(CC(=O)NCc3ccccn3)nc(C)n12
-0.16	-0.7	i	O=C(COc1ccccc1)NC1C(=O)N2C(C(=O)O)=C(Cl)CSC12 (configuration not stated)
1	-0.9	i	O=S1(=O)C=C(N2CCCCC2)c2ccccc21
-0.71	-0.6	i	Cc1ccc(NC(=O)CSc2nnc(Cn3cnc4ccccc43)o2)cc1
0.22	-1.2	i	O=C(NCc1ccccc1F)C1CCCN1S(=O)(=O)c1ccc(Cl)cc1 (configuration not stated)
0.84	-1.5	i	CC(C)(C)NC(=O)C(=O)N/N=C/c1cccs1
1.6	-0.5	i	c1ccc(-c2nc(-c3ccncc3)no2)cc1
0.52	-0.2	i	O=C(COc1cccc([N+](=O)[O-])c1)NN1C(=O)c2ccccc2C1=O
-0.26	-0.5	i	COc1ccc(Nc2ccc(Nc3ccc(OC)cc3)nn2)cc1
-2.1	-1.0	i	COc1ccc(C)cc1S(=O)(=O)NCC(c1ccc2c(c1)OCO2)N1CCN(C)CC1 (configuration not stated)
-0.01	-1.1	i	O=C(O)CCC(=O)CCC(=O)c1ccccc1
-0.12	28*	i	CCN1C=CC(=C2C(=O)c3ccccc3C2=O)C=C1
1.6	-0.7	i	Cn1c2ccccc2c2nnc(SCc3nnc(-c4ccccc4)o3)nc21

Entries listed so far shown as hits in STK33 inh.
Kir21 block	STK33 inh	KCNQ2 block	SMILES
1.3	35*	i	CN(C)/C=C/C(=O)c1ccc2noc(-c3cccc(F)c3)c2c1
-0.12	28*	i	CCN1C=CC(=C2C(=O)c3ccccc3C2=O)C=C1

New compounds follow.
Kir21 block	STK33 inh	KCNQ2 block	SMILES
-0.44	-0.3	i	Cc1cccc(C)c1-n1c(=O)n(Cc2ccccc2)c(=O)c2[nH]cnc21
1.1	-0.2	i	COc1ccc2c(-c3ccccc3)cc(SCC(N)=O)nc2c1
2	-0.7	i	CN(C(=O)CSc1nnc(-c2ccccc2)n1C)C1CCS(=O)(=O)C1 (configuration not stated)
-0.33	-2.5	i	NC(=O)C(NC(=O)OCc1ccccc1)c1ccccc1 (configuration not stated)
0.22	-1.3	i	Cc1ccc(S(=O)(=O)N2CCN(S(=O)(=O)c3ccccc3)C2c2ccc(N(C)C)cc2)cc1 (configuration not stated)
0.82	0.1	i	O=C(NCc1ccc(N2CCCC2=O)cc1)Nc1cccc2ccccc12
0.58	0.3	i	O=C(NCCOc1ccccc1)C1Nc2ccc(OC(F)(F)F)cc2C2C=CCC12 (configuration not stated)
0.66	0.6	i	Cc1ccc(-c2nnn(CC(=O)N(CC3CCCO3)C(C(=O)NC(C)(C)C)c3ccc(F)cc3)n2)o1 (configuration not stated)
-0.11	9.3	i	Cn1nccc1NC(=O)Nc1ccc(OC(F)(F)F)cc1
-1.3	-1.0	i	COCCn1ccc2c(OCC(=O)NCCc3ccc(OC)c(OC)c3)cccc2c1=O
0.19	-0.1	i	CCC1(c2ccccc2)NC(=O)N(CC(=O)NCc2ccncc2)C1=O (configuration not stated)

An unsorted share of the library; any-hit rate near 1.9%.
